HDAC3 inhib – inhibitors of human histone deacetylase 3 | O15379 | recombinant HDAC3, fluorogenic peptide/trypsin coupled, fluorescence | inhibition, % at 8.3 µM | actives 0.15% (n = 320,000); in the data active means inhibition above about 26%, passing the limit was not always enough
Target sequence (O15379 whole entry, looked up): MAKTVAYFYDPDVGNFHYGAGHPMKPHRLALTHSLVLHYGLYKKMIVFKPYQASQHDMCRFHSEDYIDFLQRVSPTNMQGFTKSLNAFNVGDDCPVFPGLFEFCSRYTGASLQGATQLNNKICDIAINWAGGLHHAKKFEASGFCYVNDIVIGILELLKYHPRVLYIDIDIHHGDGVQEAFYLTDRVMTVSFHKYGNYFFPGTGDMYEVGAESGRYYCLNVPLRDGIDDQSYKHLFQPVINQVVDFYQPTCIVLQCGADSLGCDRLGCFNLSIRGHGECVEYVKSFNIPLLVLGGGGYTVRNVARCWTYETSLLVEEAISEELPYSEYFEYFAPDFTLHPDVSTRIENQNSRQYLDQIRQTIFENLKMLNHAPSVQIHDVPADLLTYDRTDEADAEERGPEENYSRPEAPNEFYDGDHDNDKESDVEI
HSP90 inh – blocks HSP90-mediated luciferase refolding in reticulocyte lysate; Rabbit reticulocyte lysate, luciferase refolding luminescence, 3 h; inhibition, % at 5.6 µM; actives 0.91% (n = 290,000);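 active means inhibition above the screen-wide mean plus 3 SD, computed separately per campaign, cut at about 16% in these data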;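 further: 0% = DMSO wells and 100% = 60 µM geldanamycin wells; inhibitors lower the luminescence because luciferase stays unfolded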
HSF-1 act – increases HSF-1 driven luciferase reporter signal; NIH3T3-HGL HSF-1 luciferase reporter, MG132, 8 h; 100% = twice DMSO control signal; activation, % at 9 µM; actives 1.7% (n = 300,000); AID 504408;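 active means mean replicate activation of at least 50% with a set share of replicates each reaching 50%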;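 further: 0% = median of the neutral control wells and 100% = twice that signal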
Platelet DG rel – platelet dense granule release activity; human platelet-rich plasma, SFLLRN dense granule ATP release, luminescence; inhibition, %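 (compounds screened at 7.5 µM in platelet-rich plasma)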; actives 0.22% (n = 300,000);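 active means mean replicate score, as percent of positive control, at or above 50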
AI-2 QS modul – modulates the Vibrio harveyi AI-2 quorum sensing system | actives 0.4% (n = 300,000) | AID 2094 | Vibrio harveyi JMH597 AI-2 luminescence/OD600 ratio, 9 h; hits give low values; strain lacks LuxN and CqsS sensors; 0 = neutral-control median | activity change, % at 7.5 µM; in the data active means activity change below about -75%, passing the limit was not always enough;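 further: luminescence divided by OD600 gain over 9 h not by final OD600 alone; inactives centre near 13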
aSyn 5UTR inh – MLPCN primary screen, SNCA 5' untranslated region. alpha-synuclein 5'UTR reporter, inhibitor activity. inhibition, % (tested at 7.5 µM). actives 0.82% (n = 300,000); in the data active means inhibition above about 60%;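 further: H4 neuroglioblastoma cells stably carrying SNCA 5'UTR luciferase fusion; 0% = DMSO wells and 100% = positive control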
HSF1 inh – HSF1 inhibition | actives 0.77% (n = 300,000) | activity change, negative = inhibition, % at 7.5 µM (by protocol) | NIH3T3-HGL HSE-luciferase, MG132-induced, luminescence 8 h; hits give low values;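 active means more than half of replicate wells show activity change below -50%, luminescence cut by over half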;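 further: luciferase reports HSF-1 transcriptional activity via heat shock element; 0% = median of DMSO wells and -100% = zero luminescence signal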
HIF activator – HIF pathway transcriptional activation | U2OS HRE-luciferase reporter, luminescence; normalized: DMSO 0%, desferrioxamine 100% | activation, % at 7.5 µM (by protocol) | actives 0.32% (n = 300,000);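 active means mean activation of at least 10% of the iron chelator positive control signal, with at least half of replicates also reaching 10%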
IEC-6 cytotox – counter-screen for KLF5 inhibitors: cytotoxicity in IEC-6 cells. actives 0.78% (n = 290,000). IEC-6 cytotoxicity, luminescence viability. inhibition, % at 5 µM; in the data active means inhibition above about 22%;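 further: 0% = plate median of test compound wells and 100% = cytotoxic reference compound wells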
KLF5 inhibitor – kruppel-like factor 5 inhibition; actives 0.23% (n = 290,000); inhibition, % at 5 µM; AID 1700; DLD-1 KLF5 promoter-luciferase reporter, luminescence;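 active means inhibition above a per-plate limit of that plate's mean compound inhibition plus 3 SD, cut at about 60% in these data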;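 further: 0% = DMSO wells and 100% = LY294002 at 200 µM; higher means less KLF5 promoter-driven luciferase light; inactives centre near -14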
The depositor's hits bear a star.

How did CCOC(=O)CC(=O)CSc1n[nH]c(=O)[nH]c1=O do in these assays?
HDAC3 inhib: -11; HSP90 inh: 2; HSF-1 act: 1; Platelet DG rel: 1; AI-2 QS modul: 3; aSyn 5UTR inh: 1; HSF1 inh: 7; HIF activator: -0.1; IEC-6 cytotox: 4; KLF5 inhibitor: -6

How did Cc1c(C(=O)OCCOC(C)C)[nH]c2c1C(=O)CC(C)(C)C2 do in these assays?
HDAC3 inhib: 5; HSP90 inh: 0; HSF-1 act: 4; Platelet DG rel: 3; AI-2 QS modul: 18; aSyn 5UTR inh: -14; HSF1 inh: 3; HIF activator: -0.1; IEC-6 cytotox: 3; KLF5 inhibitor: 20

How did CCOC(=O)N1N=C(c2ccccc2)CC1(O)C(F)(F)F (stereo not drawn) do in these assays?
HDAC3 inhib: -9; HSP90 inh: -1; HSF-1 act: 29; Platelet DG rel: 11; AI-2 QS modul: 6; aSyn 5UTR inh: -75; HSF1 inh: 9; HIF activator: 3.3; IEC-6 cytotox: 2; KLF5 inhibitor: -112

What do the screens show for `COc1cccc(N(CC(=O)NC2CCCCC2)C(=O)c2snc(C(N)=O)c2N)c1`?
HDAC3 inhib: 3; HSP90 inh: 3; HSF-1 act: 11; Platelet DG rel: -2; AI-2 QS modul: 31; aSyn 5UTR inh: -4; HSF1 inh: 1; HIF activator: 0.0; IEC-6 cytotox: -5; KLF5 inhibitor: -31

What do the screens show for `COc1ccc(CCNC(=O)CN(c2ccc(OC)cc2)S(C)(=O)=O)cc1`?
HDAC3 inhib: 3; HSP90 inh: 7; HSF-1 act: -2; Platelet DG rel: 0; AI-2 QS modul: 13; aSyn 5UTR inh: 13; HSF1 inh: 2; HIF activator: -0.4; IEC-6 cytotox: 4; KLF5 inhibitor: -4

How did FC(F)(F)c1ccc2c(c1)C1C=CCC1C(c1ccncc1)N2 (stereo not drawn) do in these assays?
HSP90 inh: 1; HSF-1 act: 8; Platelet DG rel: -1; AI-2 QS modul: 23; aSyn 5UTR inh: -36; HSF1 inh: 5; HIF activator: 0.0; IEC-6 cytotox: 3; KLF5 inhibitor: -19

What do the screens show for `CCOc1cc(C(=O)Nc2ccc(N3CCN(S(C)(=O)=O)CC3)cc2)cc(OCC)c1OCC`?
HDAC3 inhib: 3; HSP90 inh: 1; HSF-1 act: -6; Platelet DG rel: -17; AI-2 QS modul: 2; aSyn 5UTR inh: 7; HSF1 inh: -12; HIF activator: -20; IEC-6 cytotox: -5; KLF5 inhibitor: -11

What do the screens show for `CC1CN(Cc2c(O)ccc3c2oc(=O)c2ccccc23)CC(C)O1` (stereo not drawn)?
HDAC3 inhib: 8; HSP90 inh: 6; HSF-1 act: 16; Platelet DG rel: 32; AI-2 QS modul: 21; aSyn 5UTR inh: -14; HSF1 inh: -2; HIF activator: 0.2; IEC-6 cytotox: 5; KLF5 inhibitor: -13

What do the screens show for `O=C(NCCC1=CCCCC1)C1CC(=O)N(C2CCCCC2)C1` (stereo not drawn)?
HDAC3 inhib: -6; HSP90 inh: 6; Platelet DG rel: -6; AI-2 QS modul: 9; aSyn 5UTR inh: 4; HIF activator: 0.1; IEC-6 cytotox: 1; KLF5 inhibitor: 7

How did Cc1cc(Nc2cc(Cl)nc(Sc3ccc(NC(=O)C4CC4)cc3)n2)n[nH]1 do in these assays?
HDAC3 inhib: 15; HSF-1 act: -6; Platelet DG rel: 0; AI-2 QS modul: -2; aSyn 5UTR inh: -13; HSF1 inh: 0; HIF activator: 1.2

How did O=C(CN1C(=O)c2ccccc2C1=O)Nc1ccc(N2CCOCC2)cc1 do in these assays?
HDAC3 inhib: 0; HSP90 inh: -6; HSF-1 act: -1; Platelet DG rel: 1; AI-2 QS modul: -5; aSyn 5UTR inh: 15; HSF1 inh: -4; HIF activator: 0.5; IEC-6 cytotox: -7; KLF5 inhibitor: -11

What do the screens show for `Cc1ccc(S(=O)(=O)N2CCN(C(=O)C3CCN(C(=O)c4ccccc4C)CC3)CC2)cc1C`?
HDAC3 inhib: -1; HSP90 inh: -2; HSF-1 act: 0; Platelet DG rel: -10; AI-2 QS modul: -24; aSyn 5UTR inh: -4; HSF1 inh: 3; HIF activator: -1.4; IEC-6 cytotox: 8; KLF5 inhibitor: -14

What do the screens show for `CCN(Cc1cc2ccccc2[nH]c1=O)S(=O)(=O)c1ccc(OC)cc1`?
HDAC3 inhib: 1; HSP90 inh: -4; HSF-1 act: 30; Platelet DG rel: -2; AI-2 QS modul: 11; aSyn 5UTR inh: -51; HSF1 inh: 4; HIF activator: 1.5; IEC-6 cytotox: -3; KLF5 inhibitor: 4

What do the screens show for `O=C(c1ncc[nH]1)c1cccs1`?
HDAC3 inhib: 6; HSP90 inh: 3; HSF-1 act: 2; Platelet DG rel: -8; AI-2 QS modul: 20; aSyn 5UTR inh: -18; HSF1 inh: 6; HIF activator: 0.9; IEC-6 cytotox: -2; KLF5 inhibitor: 1

How did O=C(Cn1nc(-c2ccccc2)c2ccccc2c1=O)NN1CCOCC1 do in these assays?
HDAC3 inhib: -3; HSP90 inh: 1; HSF-1 act: -35; Platelet DG rel: -3; aSyn 5UTR inh: -3; HSF1 inh: -24; HIF activator: -0.2; IEC-6 cytotox: -5; KLF5 inhibitor: -14

Results for CC(=O)Oc1ccc(N(c2ccccc2)S(=O)(=O)c2ccc(C)cc2)cc1 ?
HDAC3 inhib: 8; HSP90 inh: 1; HSF-1 act: -2; Platelet DG rel: 11; AI-2 QS modul: -11; aSyn 5UTR inh: 18; HSF1 inh: 2; HIF activator: 0.1; IEC-6 cytotox: -2; KLF5 inhibitor: 2

How did O=C(Nc1ccccc1)c1ncoc1-c1ccc(Cl)cc1 do in these assays?
HDAC3 inhib: 3; HSP90 inh: 3; AI-2 QS modul: 14; IEC-6 cytotox: 11; KLF5 inhibitor: 4

Results for CCOC(=O)/C=c1\s/c(=C\c2ccc(C#N)cc2)c(=O)n1CC(=O)Nc1cccc(C)c1C ?
HDAC3 inhib: 0; HSP90 inh: -1; HSF-1 act: -23; Platelet DG rel: 14; AI-2 QS modul: 11; aSyn 5UTR inh: 3; HSF1 inh: -6; HIF activator: 0.1; IEC-6 cytotox: -1; KLF5 inhibitor: -2

What do the screens show for `CC1(C)N=C(N)N=C(N)N1c1ccc(C(=O)O)cc1`?
HDAC3 inhib: 3; HSP90 inh: 1; HSF-1 act: -2; Platelet DG rel: -6; AI-2 QS modul: 7; aSyn 5UTR inh: 4; HSF1 inh: -6; HIF activator: -0.3; IEC-6 cytotox: 0; KLF5 inhibitor: -22

Results for Cc1ccc(OCC(=O)c2cc(C)n(CC(F)(F)F)c2C)c([N+](=O)[O-])n1 ?
HDAC3 inhib: 2; HSP90 inh: -3; HSF-1 act: -7; Platelet DG rel: -15; AI-2 QS modul: 42; aSyn 5UTR inh: -72; HSF1 inh: -6; HIF activator: 2.0; IEC-6 cytotox: -2; KLF5 inhibitor: -43

Results for CCOC(=O)c1cc2c(=O)n3ccccc3nc2n(CCCOC)c1=NC(=O)C(C)(C)C ?
HDAC3 inhib: -73; HSP90 inh: -1; HSF-1 act: 3; Platelet DG rel: 1; AI-2 QS modul: 22; aSyn 5UTR inh: -12; HSF1 inh: -1; HIF activator: -0.3; IEC-6 cytotox: -2; KLF5 inhibitor: -3

How did CCOC(=O)c1ccc(NC(=O)c2nn(C)cc2Br)cc1 do in these assays?
HDAC3 inhib: -1; HSP90 inh: -1; HSF-1 act: 34; Platelet DG rel: 7; AI-2 QS modul: 9; aSyn 5UTR inh: -204; HSF1 inh: 26; HIF activator: 2.4; IEC-6 cytotox: -2; KLF5 inhibitor: -43

Results for COc1cc2c(cc1NC(=O)COc1ccc3ccccc3c1)oc1ccccc12 ?
HDAC3 inhib: -10; HSP90 inh: -1; HSF-1 act: -6; Platelet DG rel: 7; AI-2 QS modul: 5; aSyn 5UTR inh: 4; HSF1 inh: -4; HIF activator: -1.7; IEC-6 cytotox: 0; KLF5 inhibitor: -2

How did CCn1c(SCC(=O)N2CCCCC2C)nnc1-c1ccc(S(=O)(=O)N2CCN(C)CC2)cc1 (stereo not drawn) do in these assays?
HDAC3 inhib: -11; HSP90 inh: -3; HSF-1 act: -12; Platelet DG rel: 0; AI-2 QS modul: 16; aSyn 5UTR inh: 7; HSF1 inh: -2; HIF activator: -1.3; IEC-6 cytotox: 2; KLF5 inhibitor: -15

How did CCOc1ccccc1N(CC(=O)N/N=C/c1cc(Br)ccc1OC)S(C)(=O)=O do in these assays?
HDAC3 inhib: 6; HSP90 inh: -1; HSF-1 act: 17; Platelet DG rel: 2; AI-2 QS modul: 9; aSyn 5UTR inh: -2; HSF1 inh: 3; HIF activator: 26*; IEC-6 cytotox: -5; KLF5 inhibitor: -6

Results for N#CCCN1CCN(Cc2cc(-c3ccccc3)ccc2O)CC1 ?
HDAC3 inhib: 19; HSP90 inh: 0; HSF-1 act: -5; Platelet DG rel: 2; AI-2 QS modul: 32; aSyn 5UTR inh: 6; HSF1 inh: -4; HIF activator: 0.0; IEC-6 cytotox: 9; KLF5 inhibitor: -25

Results for CN1CCc2c1nc1ccccc1c2N (tested in a mixture with another compound) ?
HDAC3 inhib: -6; HSP90 inh: 3; HSF-1 act: 9; Platelet DG rel: 6; AI-2 QS modul: -3; aSyn 5UTR inh: 1; HSF1 inh: -3; HIF activator: 1.1; IEC-6 cytotox: 7; KLF5 inhibitor: -10

What do the screens show for `CCOC(=O)C1(CCOC)CCN(Cc2ccc(C(=O)OC)cc2)CC1`?
HDAC3 inhib: -3; HSP90 inh: -1; HSF-1 act: 19; Platelet DG rel: 6; AI-2 QS modul: 5; aSyn 5UTR inh: -5; HSF1 inh: -2; HIF activator: 0.9; IEC-6 cytotox: -6; KLF5 inhibitor: -12

How did Cc1cc(/C=C(\C#N)c2nnc(N3CCOCC3)n2-c2ccccc2)c(C)n1-c1ccccc1 do in these assays?
HDAC3 inhib: 9; HSP90 inh: 0; HSF-1 act: 13; Platelet DG rel: -15; AI-2 QS modul: 1; aSyn 5UTR inh: 23; HSF1 inh: -3; HIF activator: -0.8; IEC-6 cytotox: -7; KLF5 inhibitor: 11

How did COc1ccc2cc3cc(C(=O)N4CCCC(C)C4)oc3nc2c1 (stereo not drawn) do in these assays?
HDAC3 inhib: -5; HSP90 inh: 6; HSF-1 act: 19; Platelet DG rel: 5; AI-2 QS modul: 18; aSyn 5UTR inh: -64; HSF1 inh: 15; HIF activator: 4.5; IEC-6 cytotox: 3; KLF5 inhibitor: -119

How did CCCN1CCC(=O)N([C@H](CSc2ccc(C)cc2)c2ccccc2)CC1 do in these assays?
HDAC3 inhib: -2; HSF-1 act: -25; Platelet DG rel: 15; AI-2 QS modul: 1; aSyn 5UTR inh: -181; HSF1 inh: -5; HIF activator: 2.1

How did CCOC(=O)C1C(=O)Oc2ccc3ccccc3c2C1C1CCOC1=O (stereo not drawn) do in these assays?
HDAC3 inhib: 0; HSP90 inh: -2; HSF-1 act: 3; Platelet DG rel: 21; AI-2 QS modul: 8; aSyn 5UTR inh: -21; HSF1 inh: 5; HIF activator: -0.1; IEC-6 cytotox: -6; KLF5 inhibitor: 6

Screening results deposited in PubChem BioAssay by several laboratories.

Hits appear at their usual frequency; about 5% have a hit in one of these screens.
